# KB-3-1 tox: kills parental KB-3-1 adenocarcinoma cells; Potency, µM (titrated, usually from 46.1 µM), inactives show at the highest dose activity change, negative = cytotoxic, actives largely listed as cytotoxic; hit rate 1.4% among 400,000; KB-3-1 viability, CellTiter-Glo ATP luminescence, 72 h; AID 1347075; further: potency means the concentration at half of the fitted maximal effect; on the % scale 0 is the no-effect control and ±100 the full control effect; nearly all actives have a fitted effect of over 60% in size
#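 Multi-concentration cytotoxicity screen in KB-3-1 cells grown in DMEM lacking phenol red with 10% FBS. After 72 h at 37 °C with compound, ATP-dependent luminescence was recorded.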
# HT1080 IDH1KD tx: HT-1080 IDH1 knockdown cell toxicity (counter line) | HT-1080 IDH1 knockdown viability, ATP luminescence, 48 h | Potency, µM (doses to about 46.1 µM), without a hit: at the top dose activity, negative = toxicity, most hits filed as cytotoxic | hit rate 2% among 360,000 | AID 686971;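 further: potency means the concentration at half of the fitted maximal effect; 0% = DMSO wells and -100% = cell-free medium wells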
#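 Viability of IDH1-knockdown HT-1080 fibrosarcoma cells was assessed by CellTiter-Glo after 48 h at 37 °C with titrated compound; concentration-effect curves were classified by fit quality and response size.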
# SW480 rerep: induces DNA re-replication in SW480 colon adenocarcinoma cells; Potency, µM (series often up to 46.1 µM), for inactives: top-dose re-replication activation, usual class: activators; hit rate 1.8% among 340,000; AID 624297; SW480 DNA re-replication, Hoechst DNA content imaging, 48 h; further: potency means the concentration at half of the fitted maximal effect; % of control where 0% means no effect; nearly all actives have a fitted effect of over 55% in size
#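 First, 250 cells per well were seeded. Next, compound or vehicle (23 nL) was pinned in, plates sat 48 hr at 37 C. Finally Hoechst was added for 40 min before fluorescence scanning.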
# HT1080-NT tox: kills 2HG-producing HT-1080-NT fibrosarcoma cells; HT-1080-NT fibrosarcoma viability, CellTiter-Glo ATP luminescence, 48 h; Potency, µM (titrated, usually from 46.1 µM), without a hit: at the highest dose activity, negative = less viability, most hits filed as cytotoxic; hit rate 1.6% among 360,000; AID 686970;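 further: NT is the 2HG producing partner of a matched IDH1 knockdown line; potency means the concentration at half of the fitted maximal effect; 0% = DMSO-treated cells and -100% = media-only wells without cells; nearly all actives have a fitted effect of over 55% in size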
#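 Compounds were tested in concentration-response format on HT-1080-NT cells for 48 hours at 37 degrees C. Cell viability came from CellTiter-Glo luminescence; curves were classified by r2, response magnitude and activity.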
# MCF10A rerep: induces DNA re-replication in MCF 10a normal breast cells. Potency, µM (titrated, usually from 46.1 µM), inactives show top-dose activity, positive = re-replication, most hits filed as activators. hit rate 2.9% among 350,000. MCF 10A DNA re-replication, Hoechst nuclear intensity, 48 h. AID 624296; further: potency means the concentration at half of the fitted maximal effect; % of control where 0% means no effect; nearly all actives have a fitted effect of over 50% in size
# KB-V1 MDR tox: kills drug-selected multidrug resistant KB-V1 cells. KB-V1 MDR cells viability, CellTiter-Glo, 72 h. Potency, µM (doses to about 46.1 µM), without a hit: at the top dose activity change, negative = cytotoxicity, most hits filed as cytotoxic. hit rate 3.4% among 400,000; further: potency means the concentration at half of the fitted maximal effect; on the % scale 0 is the no-effect control and ±100 the full control effect; nearly all actives have a fitted effect of over 60% in size
#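 Cells of the MDR subline KB-V1 are plated, dosed with compound at multiple concentrations, and incubated 72 h at 37 degrees C; CellTiter-Glo is then added and luminescence read after 10 min.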
# ATXN2 expr inh: reduces ATXN2 reporter expression in HEK-293 cells | HEK-293 ATXN2-luciferase reporter, luminescence, 24 h | AID 1745845 | hit rate 0.72% among 360,000 | Potency, µM (series often up to 57 µM), for inactives: top-dose activity change, negative = inhibition, most hits filed as inhibitors; further: potency means the concentration at half of the fitted maximal effect; on the % scale 0 is the no-effect control and ±100 the full control effect; nearly all actives have a fitted effect of over 55% in size
#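 ATXN2-luciferase reporter cells (luciferase flanked by upstream and downstream ATXN2 gene portions) were treated 24 h at 37 °C with compounds at up to 57 uM. SteadyGlo luminescence gave expression; GF-AFC fluorescence gave viability.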
# ATXN viability: viability counter-screen for ATXN expression inhibitors | S2 cells (HEK-293 line with an ATXN2-luciferase reporter) viability, CellTiter-Fluor protease fluorescence, 24 h | Potency, µM (doses to about 56.7 µM), hits mostly cytotoxic | hit rate 0.49% among 400,000 | AID 651635; further: potency means the concentration at half of the fitted maximal effect; nearly all actives have a fitted effect of over 40% in size
# IL1B secr inh: inhibitors of inflammasome signaling (IL-1 beta secretion) | AID 743279 | hit rate 4.7% among 360,000 | THP-1 LPS/ATP IL-1B secretion, AlphaLISA, 16 h; active compounds read low | activity change, % at 57.5 µM; in the data active means activity change below about -50%; inconclusive means mostly about -30% to -49%; further: on the % scale 0 is the no-effect control and ±100 the full control effect
#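 THP-1 cells pretreated 1 hr with compounds (up to 57.5 uM final), then stimulated with LPS (250 ng/mL final) plus ATP (1.25 mM final); secreted IL-1B measured by AlphaLISA after 16 hr, decreased signal indicating inhibition.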
# Active calls of the source: *; i = inactive; ? = inconclusive; · = no result given; & = joins results of further samples; [ ] = another dose, or the depositor's remark. Unless noted, the call rests on the fitted dose curve; in most records, active means well fitted curve in the direction sought with a large enough effect; inconclusive means small, poorly fitted or top-dose-only effect, or another doubt; inactive means no such curve, though single readings can be large; an effect the other way counts as inactive or inconclusive.
no.	canonical_smiles	KB-3-1 tox	HT1080 IDH1KD tx	SW480 rerep	HT1080-NT tox	MCF10A rerep	KB-V1 MDR tox	ATXN2 expr inh	ATXN viability	IL1B secr inh
1	CN(C(=O)COC(=O)CNC(=O)c1ccc(Cl)cc1Cl)c1ccccc1	-1.7%	3.2%	0.1%	-1.0%	-22.7%	0.0%	9.2%	i	-3.5
2	O=C(Nc1ccccc1)c1ccc(-c2ccc(F)cc2)s1	1.5%	-5.3%	-3.1%	13.1%	16.2%	-7.4%	1.6%	i	0.0
3	O=C(CCNS(=O)(=O)c1ccccc1C(F)(F)F)NCC(c1ccco1)N1CCCCC1 (stereo not drawn)	-7.2%	9.8%	?	-2.7%	3.4%	-3.9%	2.5%	i	-5.6
4	CCOC(=O)c1c(C)c(C(=O)NCCc2ccc(OC)cc2)c(C)n1CC	-0.6%	·	·	·	·	15.8%	-22.6%	?	·
5	O=C1CC(c2ccccc2Cl)CC(O)=C1C=Nc1ccccc1 (stereo not drawn)	?	9.1%	-2.9%	7.1%	-9.3%	-26.0%	-0.8%	i	-14.0
6	CC(C)NC(=O)C1(C)Cc2c(-c3cccc(C(N)=O)c3)ccnc2O1 (stereo not drawn)	-0.1%	-21.0%	·	-9.2%	·	-0.5%	3.2%	i	33.2
7	NC(=O)C(c1ccccc1)c1ccc(C(=O)c2ccccc2)cc1 (stereo not drawn)	0.0%	-12.9%	2.6%	-0.1%	-18.8%	-14.4%	-15.8%	?	?
8	CCc1ccccc1NC(=O)CN(C)C(=O)c1cccc(S(=O)(=O)N2CCCCCC2)c1	2.9%	-2.3%	6.9%	0.5%	1.6%	0.0%	-16.5%	i	-4.3
9	CCOc1ccc(-c2cc3c(=O)n(Cc4nc(-c5ccccc5OCC)oc4C)ccn3n2)cc1Cl	-8.9%	·	·	·	·	5.3%	-10.9%	i	·
10	C=Cc1ccc(Cn2c(C)c(C(=O)NCc3ccccc3C(F)(F)F)sc2=O)cc1	-21.4%	-19.5%	·	-9.4%	·	?	-19.3%	i	?
11	N#CC1(Nc2ccc(-c3ccc(NC4(C#N)CCCC4)cc3)cc2)CCCC1	6.9%	0.9%	1.5%	8.8%	2.2%	?	34.1%	i	-9.0
12	Cc1cc(C)c2cc(C(=O)N3CCC(N4CCCCC4)CC3)[nH]c2c1	-0.5%	-29.1%	-5.0%	-14.5%	?	9.1%	-13.3%	i	-10.5
13	c1ccc(-n2nnnc2SCc2cccc(CSc3nnnn3-c3ccccc3)n2)cc1	17.2%	-12.8%	-2.0%	-9.4%	-0.8%	?	0.3%	i	-9.9
14	c1csc(-c2nc3nc4ccccc4nc3n2Cc2ccc3c(c2)OCO3)c1	?	-19.2%	-10.1%	-11.6%	?	0.0%	39.1%[activator]	?	?
15	O=Cc1cccn1Cc1ccc(Cl)cc1Cl	0.6%	5.3%	-2.7%	3.3%	-13.1%	?	-2.5%	i	-9.1
16	CC(C)(Oc1ccc(Cl)cc1)C(=O)NCc1ccc(S(N)(=O)=O)cc1	9.5%	6.8%	-21.7%	5.2%	-5.1%	14.5%	0.8%	?	7.9
17	O=C(CN1C(=O)/C(=C\c2cccs2)SC1=S)Nc1cccc(C(=O)O)c1	3.2%	?	16.2%	?	-1.6%	14.0%	-4.8%	i	-25.1
18	COc1ccc(NC(=O)C2CCCN(S(=O)(=O)c3ccc4c(c3)oc(=O)n4C)C2)c(OC)c1 (stereo not drawn)	-11.2%&-28.1%	8.8%	-6.5%	-5.4%	8.6%	-0.7%&-12.2%	11.8%&-12.8%	i	3.1
19	COc1cc(OC)c(OC)cc1CN1CCCC(C(=O)c2ccccc2SC)C1 (stereo not drawn)	9.0%	-12.6%	-2.6%	-23.9%	3.4%	?	-21.3%	i	18.2
20	CC1(C)CCCN(C(=O)c2ccc3c(c2NCCO)C(=O)c2ccccc2C3=O)C1	-12.6%	-8.6%	-2.5%	-9.7%	?	-12.9%	-16.5%	·	-64.7*
21	O=C(NCCc1ccccc1)c1cc(-c2ccncc2)nc2ccc(S(=O)(=O)N3CCOCC3)cc12	0.6%	-4.9%	-0.8%	?	?	?	·	i	16.8
22	O=C(CCC1CCN(C(=O)C2CC=CCC2)CC1)Nc1ccccc1 (stereo not drawn)	-9.1%	-2.0%	·	-0.6%	·	16.4µM*	·	i	17.6
23	CCCCNC(=O)c1ccc(CS(=O)(=O)c2cccc(C(F)(F)F)c2)o1	2.4%	0.9%	19.9%	7.8%	4.6%	-23.7%	-0.8%	i	-8.1
24	COC(=O)c1cnn(-c2cc(Oc3cccc(C)c3)ncn2)c1N	?	-10.7%	1.7%	-12.0%	?	0.0%	2.2%	?	23.2
25	COc1ccc(CNC(=O)CN2C(=O)CSc3ccc(S(=O)(=O)N4CCOCC4)cc32)c(OC)c1	3.1%	0.2%	9.8%	6.2%	-0.3%	14.4%	-1.3%	i	-6.3
26	Cc1ccc(S(=O)(=O)N(CCc2ccccc2)CC(=O)Nc2cc(C)ccc2C)cc1	3.4%	·	·	·	·	-8.0%	-4.3%	i	·
27	CN1CCN(C(=O)C2CCN(c3ncnc4c3nc3n4CCCCC3)CC2)CC1	?	8.2%	0.4%	6.5%	-0.1%	3.5%	11.5%	i	48.4
28	CC1CC(C)CN(CC(O)COCc2ccccc2)C1 (stereo not drawn)	24.3%	3.6%	2.7%	-9.2%	7.2%	?	-0.5%	i	5.5
29	O=P(NCc1ccccc1)(OCc1ccccc1)OCc1ccccc1	-3.5%	24.0%	-3.3%	4.5%	18.3%	9.2µM*	6.6%	i	-15.4
30	COc1ccc(-c2nc3nc(C)cc(=O)n3[nH]2)cc1	3.8%	-1.3%	-2.5%	15.9%	-1.4%	5.1%	11.0%	i	5.9
31	CC/C(O)=C1\C(=O)CCCC1=NCc1nc2ccccc2[nH]1	1.9%	-2.5%	15.7%	-3.8%	?	-14.5%	-17.6%	i	11.3
32	C=CCn1c(SCC(=O)Nc2sccc2C(N)=O)nc2ccc(Cl)cc2c1=O	?	?	2.3%	?	26.5%	?	?	i	-6.2
33	CCOc1ccccc1/C=N/Nc1ccnc(=O)[nH]1	8.5%	-0.5%	5.2%	-15.5%	3.1%	-1.2%	-4.3%	i	32.7
34	CC(=O)c1ccc(NC(=O)C2C3C=CC(O3)C2C(=O)O)cc1 (stereo not drawn)	-0.3%	-15.4%	-0.3%	-6.6%	0.8%	0.1%	35.7%	i	-2.6
35	O=C(CCCOc1cccc(Br)c1)NC1CCC(O)CC1 (stereo not drawn)	·	1.0%	-3.0%	?	-1.7%	·	1.3%	i	10.3
36	Cc1cc(OCC(=O)O)c2ccccc2n1	8.0%	9.5%	0.3%	12.2%	0.2%	5.2%	-5.7%	i	11.0
37	CN(CC(=O)Nc1ccc(F)cc1)C(=O)CN1C(=O)c2ccccc2C1=O	·	7.1%	-5.2%	-4.1%	-3.6%	·	-7.0%	i	-1.6
38	CC(=O)Nc1ccc(NS(=O)(=O)c2ccc3c(c2)CC(C)N3C(=O)C2CCC2)cc1 (stereo not drawn)	-25.2%	·	·	·	·	19.9%	-10.3%	?	·
39	Cc1csc(NC(=O)c2ccc3ccccc3n2)n1	0.1%	?	0.3%	-9.9%	15.6%	?	81.8%[activator]	i	13.4
40	O=C(Nc1ccccc1NC(=O)c1ccco1)c1ccco1	-1.0%	-3.9%	-9.8%	-7.6%	0.3%	-2.1%	·	·	0.7
41	CC1(C)N=C(SCC(=O)Nc2ccccc2)C(c2ccc(Cl)cc2)=N1	-2.7%	-23.6%	-3.0%	-16.3%	?	?	?	?	-93.1*
42	N#Cc1nc(-c2ccccc2Cl)oc1N1CCOCC1	-19.8%	-20.3%	-0.5%	?	-0.8%	0.0%	12.7%	i	-23.1
43	C/C(O)=C(/N=O)C(=O)Nc1ccccc1	-0.9%	0.1%	-1.1%	3.5%	5.0%	14.8%	9.2%	i	13.2
44	COc1ccc(C2CC2/C(C)=N/OC(=O)C2CC2)cc1 (stereo not drawn)	9.0%	8.7%	12.3%	2.1%	1.5%	13.5%	38.0%	i	-16.3
45	CC(=N)c1c(O)cc(C)oc1=O	7.1%	13.2%	-2.0%	17.1%	-2.7%	11.2%	-13.5%	i	-1.9
46	O=C(CC1C(=O)NCCN1Cc1c(F)cccc1Cl)NCCCOc1cccnc1 (stereo not drawn)	24.3%	0.0%	24.0%	-2.8%	8.6%	75.6%	2.9%	i	-6.8
47	COc1ccc(C(=O)c2oc3ccc(OC)cc3c2N)cc1	-27.2%	9.5%	6.4%	9.6%	25.9µM*	1.9%	138.1%[activator]	i	?
48	CCCCc1noc(-c2c(-c3ccccc3Cl)noc2C)n1	-10.9%	-8.5%	-9.9%	-7.6%	4.6%	-16.8%	-8.3%	i	32.3
49	O=C(NCc1ccccc1Br)c1ccncc1	5.1%	2.5%	14.9%	3.3%	1.6%	-0.7%	-10.8%	i	0.0
50	Cc1cn(C2CC(OC(=O)C(C)C)C(CO)O2)c(=O)[nH]c1=O (stereo not drawn)	14.6%	-0.9%	-43.2%[inhibitor]	2.1%	4.0%	?	9.6%	i	18.1
51	COc1cc(C(=O)NCc2nnc(SCC(=O)NC3CCCCC3)o2)cc(OC)c1OC	8.0%	12.7%	5.9%	-0.1%	0.7%	?	-1.7%	i	24.5
52	N#Cc1nc(COc2ccccc2)oc1N1CCN(c2cccc(Cl)c2)CC1	?	8.6%	10.0%	3.9%	1.2%	?	-2.8%	i	-11.1
53	COc1ccc(Br)cc1CNC(=O)CN1C(=O)CCCc2ccccc21	1.7%	·	·	·	·	?	-16.8%	i	·

# Screens deposited in PubChem BioAssay by National Center for Advancing Translational Sciences (NCATS).
